# Source: PubChem BioAssay
# IEC-6 cytotox: cytotoxicity in IEC-6 intestinal epithelial cells, primary screen, cytotoxicity control for KLF5 inhibitor project, cell-based, luminescence | IEC-6 cytotoxicity, luminescence viability | inhibition, % at 5 µM | hit rate 0.78% among 290,000 | AID 1825, 2009; in the data active = inhibition above about 22%;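 note: 0% = plate median of test compound wells and 100% = cytotoxic reference compound wells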
# HSP90 inh: HSP90 inhibitors, primary screen, cell lysate, luminescence; Heat shock protein HSP 90 (rabbit reticulocyte lysate; luciferase refolding); Rabbit reticulocyte lysate, luciferase refolding luminescence, 3 h; inhibition, % at 5.6 µM; hit rate 0.91% among 290,000; AID 1789, 2009;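 active = inhibition above the screen-wide mean plus 3 SD, computed separately per campaign, cut at about 16% in these data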;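 note: 0% = DMSO wells and 100% = 60 µM geldanamycin wells; inhibitors lower the luminescence because luciferase stays unfolded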
# HSF1 inh: HSF1 inhibitors in luciferase reporter cells, primary screen, cell-based, NIH3T3, luminescence; NIH3T3-HGL HSE-luciferase, MG132-induced, luminescence 8 h; stronger effect = lower value; hit rate 0.77% among 300,000; activity change, negative = inhibition, % at 7.5 µM (by protocol); AID 2098, 2009;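 active = more than half of replicate wells show activity change below -50%, luminescence cut by over half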;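 note: luciferase reports HSF-1 transcriptional activity via heat shock element; 0% = median of DMSO wells and -100% = zero luminescence signal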
# HSF1 activator: HSF-1 activators, primary screen, NIH3T3-HGL cells, MG132 stress, luminescence, single point; NIH3T3-HGL HSF-1 luciferase reporter, 8 h; 100% = twice DMSO control signal; activation, % at 9 µM; hit rate 1.7% among 300,000; AID 504408, 2011;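 active = mean replicate activation of at least 50% with a set share of replicates each reaching 50%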;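 note: 0% = median of the neutral control wells and 100% = twice that signal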
# Platelet DG rel: inhibitors of platelet dense granule secretion, primary screen, cell-based, MLPCN, human platelets | human platelet-rich plasma, SFLLRN dense granule ATP release, luminescence | inhibition, %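 (compounds screened at 7.5 µM in platelet-rich plasma)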 | hit rate 0.22% among 300,000;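 active = mean replicate score, as percent of positive control, at or above 50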
# KLF5 inh: KLF5 expression inhibitors, primary screen, DLD-1 cells, luminescence; DLD-1 KLF5 promoter-luciferase reporter; inhibition, % at 5 µM; hit rate 0.23% among 290,000; AID 1700, 2009;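 active = inhibition above a per-plate limit of that plate's mean compound inhibition plus 3 SD, cut at about 60% in these data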;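 note: 0% = DMSO wells and 100% = LY294002 at 200 µM; higher means less KLF5 promoter-driven luciferase light; inactives centre near -14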
# SKKanGAS inh: S. pyogenes SKKanGAS growth inhibitors in kanamycin, primary screen, streptokinase expression inhibitor project, SKKanGAS strain, BacTiter-Glo luminescence; inhibition, % at 7.5 µM; AID 1662, 2009; 6 h; hit rate 1.3% among 300,000;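 active = mean replicate score, as percent of positive control median, at least 50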;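 note: strain carries kanamycin resistance gene driven by streptokinase promoter and grows in 40 µg/ml kanamycin; loss of luminescence reflects streptokinase promoter inhibition or plain growth inhibition; 0% = median of DMSO wells and 100% = positive control at its reference dose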
# HIF act: HIF pathway transcriptional activators, primary screen, cell-based, U2OS HRE-luciferase, luminescence; U2OS HRE-luciferase reporter; normalized: DMSO 0%, desferrioxamine 100%; activation, % at 7.5 µM (by protocol); hit rate 0.32% among 300,000;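 active = mean activation of at least 10% of the iron chelator positive control signal, with at least half of replicates also reaching 10%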
# AI-2 QS modul: Vibrio harveyi AI-2 quorum sensing modulators, primary screen, JMH597 strain, luminescence/OD600 ratio. Vibrio harveyi JMH597 AI-2 luminescence/OD600 ratio, 9 h; stronger effect = lower value; strain lacks LuxN and CqsS sensors; 0 = neutral-control median. activity change, % at 7.5 µM. hit rate 0.4% among 300,000; in the data active = activity change below about -75%, passing the limit was not always enough;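 note: luminescence divided by OD600 gain over 9 h not by final OD600 alone; inactives centre near 13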
# aSyn 5UTR inh: MLPCN primary screen, SNCA 5' untranslated region; AID 1813, 2009; hit rate 0.82% among 300,000; inhibition, % (tested at 7.5 µM); alpha-synuclein 5'UTR reporter, inhibitor activity; in the data active = inhibition above about 60%;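 note: H4 neuroglioblastoma cells stably carrying SNCA 5'UTR luciferase fusion; 0% = DMSO wells and 100% = positive control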
# Starred values were filed as active, the others as inactive; x = not tested or not shown.
SMILES,IEC-6 cytotox,HSP90 inh,HSF1 inh,HSF1 activator,Platelet DG rel,KLF5 inh,SKKanGAS inh,HIF act,AI-2 QS modul,aSyn 5UTR inh
Cc1cc(Cl)ccc1OC(C)C(=O)NCCCCc1ccccc1 (configuration not stated),-2,3,-10,9,8,9,0,-0.1,16,0
Cc1cccn(Cc2c(Cl)cccc2Cl)c1=O,x,x,15,28,0,x,-7,-0.2,30,-25
Cc1noc(C)c1N=Nc1ccccc1C(=O)O,-7,1,-5,-5,2,-11,-8,0.8,51,-3
Cc1ccc(/C=N/NC(=S)Nc2cccc(S(=O)(=O)N(C)C)c2)o1,10,-4,-5,-17,1,-28,-6,3.3,3,-54
CCN1CCN(c2cc(C)c3cc(NC(=S)N(CC)CC)ccc3n2)CC1,4,2,-9,23,3,-50,-3,-1.1,15,-24
COc1ccccc1NC1CCCCC1NS(=O)(=O)c1ccc(C)cc1 (configuration not stated),-5,6,-9,1,6,-7,10,-23,0,-7
COc1ccc(CCCC(=O)NCC(=O)N/N=C/c2cc(Cl)ccc2OC)cc1,4,4,-7,3,-3,-24,-2,-0.4,15,-2
CC1CC(C)CN(c2oc(Cc3ccccc3)nc2C#N)C1 (configuration not stated),-2,-6,10,13,-3,-11,4,0.8,23,19
CC(=O)C1=C(C)Nc2ncnn2C1c1cccc(O)c1 (configuration not stated),-6,-2,-6,-2,3,-31,-2,-1.5,11,8
CCN(CC)CCN1C(=O)c2ccccc2NC1c1cccc(F)c1 (configuration not stated),-5,4,-5,2,-2,-13,-5,0.8,1,-17
Cc1ccc(C)c(NC(=O)CN(C)C(=O)c2ccc3[nH]c4c(c3c2)CC(C)CC4)c1 (configuration not stated),x,x,-2,6,-17,x,0,0.3,x,-23
CCOC(=O)c1nn(-c2ccccc2C)c2nc(CC(C)C)c(C#N)c(=O)n12,-2,0,0,7,-2,-4,-2,-0.5,32,17
COc1ccc(C2=NOC(C(=O)Nc3ccc(C(C)=O)cc3)C2)cc1OC (configuration not stated),-4,2,2,-2,0,-14,-4,1.0,30,-29
O=C(NCc1cccnc1)Nc1ccccc1,1,-1,-6,13,-3,-21,-7,-0.1,-4,-17
O=c1n(S(=O)(=O)c2cccc3cccnc23)c2ccccc2n1S(=O)(=O)c1cccc2cccnc12,-4,0,-1,9,-2,-23,1,-0.7,32,9
CC1CCCC(C)N1C(=O)COC(=O)C1CCN(S(=O)(=O)c2c(Cl)cccc2Cl)CC1 (configuration not stated),x,x,-8,-20,7,x,-14,0.2,16,-19
CCCc1nc(SCC(=O)Nc2ccc(S(=O)(=O)N(C)C)cc2)c2ccccc2n1,-3,-1,34,43,-6,14,-3,-1.3,6,12
C=CCn1c(COc2ccc3c(c2)CCCC3)nnc1SCC(=O)Nc1cccc(SC)c1,-7,1,-2,17,0,9,22,0.3,11,8
C[C@H]1CCC[C@]2(O[C@@H](CCO)C[C@@H](O)[C@@H]2O)O1,x,x,-2,-5,4,x,8,0.8,19,3
CC(C)c1cc(C(=O)N2CCCC(N3CCN(c4ccccc4F)CC3)C2)nc(N)n1 (configuration not stated),-3,-7,-5,11,2,-14,2,1.2,28,8
COc1ccc(S(=O)(=O)NCCS(=O)(=O)N2CCN(c3ccccc3)CC2)cc1,x,x,0,8,-7,x,-10,0.0,13,2
CCNC(=O)NC1(C(=O)Nc2ccc3c(c2)OCCO3)CCCCC1,0,-4,-1,-1,4,-6,18,-37,21,-6
COc1cc(NS(=O)(=O)c2ccc(Nc3nc(-c4ccccc4)cs3)cc2)nc(OC)n1,0,0,5,-5,-8,8,39,x,27,-22
CCN1CCN(c2c(C=O)c(Cl)nc3ccc(OC)cc23)CC1,-4,-1,-3,-21,6,-19,-2,-4.2,19,-5
CC(=O)C1C(c2cccc([N+](=O)[O-])c2)C2C(C)=NN=C2CC1(C)O (configuration not stated),-2,3,0,-12,-12,9,-3,0.4,18,28
Cc1ccc(-n2c(SCC(=O)Nc3nccs3)nc3c(c2=O)SCC3)cc1,0,-1,-1,17,1,11,5,-2.4,22,23
Cn1nc(C(=O)NC2CCCCC2)c2ccccc2c1=O,5,5,-4,0,3,-24,-3,-0.5,14,-7
O=C(NCCc1ccc(F)cc1)C(=O)NCC1CCCN1S(=O)(=O)c1cccs1 (configuration not stated),x,x,7,29,-4,x,20,-24,10,-12
Cn1cc(/C=C/c2cc[n+](C)cc2)c2cc(Cl)ccc21,3,2,-5,-6,5,19,-2,-2.2,0,64*
c1cc(CNC2=NCCCCC2)ccn1,-6,1,-4,-10,0,-12,2,-0.3,7,-18
COC(=O)c1ccccc1-c1cn(C)c2ccccc2c1=O,4,11,-5,-15,2,-7,-2,0.1,3,14
CCOC(=O)CNC(=O)c1sc2ncnc(N3CCc4ccccc4C3)c2c1C,2,5,8,11,-5,-31,-6,0.2,5,-28
O=C(C1CCCCN1S(=O)(=O)c1ccccc1[N+](=O)[O-])N1CCOCC1 (configuration not stated),0,0,-4,-5,8,-13,-2,-0.3,7,-11
Cc1cc(N2CCN(Cc3ccc4c(c3)OCO4)CC2)n2ncnc2n1,0,1,-3,-1,-20,10,2,-0.2,39,12
CC1CC(C)CN(CCCNC(=O)C2CCCN(c3nnc(N4CCCC4=O)s3)C2)C1 (configuration not stated),-7,4,1,2,0,6,-1,-0.4,29,0
COc1ccc(Cl)cc1S(=O)(=O)NC(C)C(=O)NCc1ccccn1 (configuration not stated),3,0,8,3,2,-7,-1,-0.6,10,2

# Four entries drawn at random from the list so far:
SMILES,IEC-6 cytotox,HSP90 inh,HSF1 inh,HSF1 activator,Platelet DG rel,KLF5 inh,SKKanGAS inh,HIF act,AI-2 QS modul,aSyn 5UTR inh
O=C(C1CCCCN1S(=O)(=O)c1ccccc1[N+](=O)[O-])N1CCOCC1 (configuration not stated),0,0,-4,-5,8,-13,-2,-0.3,7,-11
Cn1cc(/C=C/c2cc[n+](C)cc2)c2cc(Cl)ccc21,3,2,-5,-6,5,19,-2,-2.2,0,64*
COc1ccc(Cl)cc1S(=O)(=O)NC(C)C(=O)NCc1ccccn1 (configuration not stated),3,0,8,3,2,-7,-1,-0.6,10,2
CCOC(=O)CNC(=O)c1sc2ncnc(N3CCc4ccccc4C3)c2c1C,2,5,8,11,-5,-31,-6,0.2,5,-28

# Following part.
SMILES,IEC-6 cytotox,HSP90 inh,HSF1 inh,HSF1 activator,Platelet DG rel,KLF5 inh,SKKanGAS inh,HIF act,AI-2 QS modul,aSyn 5UTR inh
O=C1/C(=C/c2cccc([N+](=O)[O-])c2)Oc2cc(O)ccc21,-12,-2,16,39,1,-52,9,-7.5,13,7
C=CCOC(=O)C1=C(C)NC(SCC(N)=O)=C(C#N)C1c1cccs1 (configuration not stated),-4,2,-6,31,-12,-10,3,0.1,16,28
Cc1ccc(N/C=C/C(=O)c2sc(-c3ccccc3)nc2C)cc1,-6,1,-9,-13,1,4,8,0.1,23,-12
C/C(CC(=O)Nc1cccnc1)=N\NC(=O)c1ccc([N+](=O)[O-])c(Cl)c1,1,2,2,4,8,-24,-5,-0.2,15,9
c1ccc2cc(OCCCn3ccnc3)ccc2c1,-4,-3,1,17,0,-24,-2,0.8,-53,-38
CCCCOC(=O)CSC1=C(C#N)C(c2ccc3c(c2)OCO3)CC(=O)N1 (configuration not stated),0,2,-8,-24,10,-18,-3,-40,-12,6
Cc1ccc(NC(=O)CN(C)C(=O)COc2ccc(C(=O)c3ccc(F)cc3)cc2)cc1,-4,1,9,8,-8,-10,-11,-0.4,6,26
Cc1nc(CCNC(=O)CC2C(=O)NCCN2CC(C)(C)C)nc2c1CCC2 (configuration not stated),2,0,-1,-3,4,7,7,0.2,17,-12
Cc1ccc(S(=O)(=O)NNC(=S)NC(=O)c2ccc([N+](=O)[O-])cc2)cc1,-10,-4,3,7,-6,5,-3,-0.1,33,-31
CN(C)N1C(=O)CC(N2CCCC2)C1=O (configuration not stated),-2,3,-6,-2,6,0,-4,0.0,20,20
O=C(NC1CCCCC1)C(c1ccccc1)N1CCCC1 (configuration not stated),8,1,4,-16,3,-16,-2,-1.0,16,15
CCCNC(=O)c1cc2c3ccccc3n(C)c2s1,5,0,3,-2,3,-6,-2,0.0,30,-46
CCC(C)NCCCOc1cc(Cl)ccc1Cl (configuration not stated),6,6,-1,5,0,3,-6,-0.9,18,-1
COC(=O)/C=C/COc1ccccc1[N+](=O)[O-],-5,-2,19,48,2,-54,3,2.7,-1,-63
Cc1ccccc1CCNC(=O)CCn1ccc2cc(S(=O)(=O)N3CCCC3)ccc21,-6,-4,2,4,5,-30,-1,-0.6,16,-5
CC(C)Cc1nc(N2CCC(C(N)=O)CC2)c2nnn(Cc3ccccc3)c2n1,-4,0,-9,-3,-1,15,7,0.0,2,1
O=C(COc1ccccc1)NCc1ccccc1,-2,1,5,25,-10,-26,-14,0.5,-48,-12
CCn1cc(C2=NC(CC(C)C)CO2)c2ccccc21 (configuration not stated),5,-3,6,13,3,-19,5,0.6,34,-55
CCOC(=O)c1sc(NC(=O)C2CCC2)cc1C,-3,-5,12,27,-3,-124,-6,0.2,14,-110
COCCSc1nnc(NC(=O)c2ccc([N+](=O)[O-])cc2)s1,4,-2,4,7,-4,-2,2,0.8,14,-36
CN1CCN(S(=O)(=O)c2cccc(C(=O)N(C)C(c3ccccc3)c3ccccc3)c2)CC1,x,x,4,-14,1,x,-2,-0.2,7,-11
Cc1ccc(NC(=O)COC(=O)c2csc3c2CCC(C)C3)cc1S(=O)(=O)N1CCCCC1 (configuration not stated),-2,2,5,21,5,-3,1,-0.6,3,15
O=C(OCC(=O)c1ccccc1Cl)c1cnccn1,4,1,4,5,12,2,0,0.0,6,6
COc1cc2c(cc1NC(=O)C(C)Sc1ccc(NC(C)=O)cc1)oc1ccccc12 (configuration not stated),-3,2,-60*,-68,-9,-4,23,-0.2,11,-48
C=CCc1ccccc1OCC(=O)N/N=C/c1ccc(OC(C)=O)cc1OC(C)=O,-12,-7,-2,-13,-6,10,14,3.4,-3,41
O=C1NC(=O)C(=C2CCCCCC2)S1,-1,0,-7,17,7,-39,2,0.4,20,4
O=C(CCc1nnc(CCCCc2ccccc2)o1)N1CCC(N2CCCC2)CC1,-5,4,-3,-6,1,-1,3,-0.1,13,13
CSc1ccccc1C(=O)NC1CCCCC1,-3,7,4,-3,2,-15,-2,-0.4,16,14
COc1ccc(NC(=O)C(CCSC)NC(N)=O)cc1Cl (configuration not stated),5,0,-1,1,-3,0,3,-0.7,20,-17
CCC1CCCCN1S(=O)(=O)c1ccc2c(c1)CCN2C(=O)C1CCC1 (configuration not stated),3,1,-16,-26,2,-4,1,-0.6,37,30
O=C(COC(=O)CNC(=O)c1sc2ccccc2c1Cl)NC1CCS(=O)(=O)C1 (configuration not stated),x,x,0,23,5,x,0,0.6,-5,-7
COc1ccc(CCNC(=O)c2ccccc2NC(=O)C2=C(C)OCCS2)c(OC)c1,0,5,7,11,8,-19,0,-0.1,11,-3
